# EZH2 inh: inhibitors of human EZH2/PRC2 methyltransferase; PRC2 H3K27 methylation, DELFIA TRF, 1 h; Q15910; AID 651548; inhibition, % at 12.5 µM; 57,000 tested, 0.35% active;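 active means mean inhibition of replicates at least 50% and every single replicate also reaching 50%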;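 further: dimethyl H3K27 on biotinylated H3 21-44 peptide detected by antibody; plate controls were median neutral control wells for no effect and median positive control wells for full effect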
# IDH1 R132H inh: inhibitors of human IDH1 R132H; O75874; IDH1 R132H reductase, diaphorase/resazurin fluorescence, 60 min; inhibition, % at 10 µM; 70,000 tested, 0.18% active; AID 624101; in the data active means inhibition above about 34%;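 further: 0% = DMSO and 100% = no enzyme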
# Target sequence (O75874 whole entry R132H): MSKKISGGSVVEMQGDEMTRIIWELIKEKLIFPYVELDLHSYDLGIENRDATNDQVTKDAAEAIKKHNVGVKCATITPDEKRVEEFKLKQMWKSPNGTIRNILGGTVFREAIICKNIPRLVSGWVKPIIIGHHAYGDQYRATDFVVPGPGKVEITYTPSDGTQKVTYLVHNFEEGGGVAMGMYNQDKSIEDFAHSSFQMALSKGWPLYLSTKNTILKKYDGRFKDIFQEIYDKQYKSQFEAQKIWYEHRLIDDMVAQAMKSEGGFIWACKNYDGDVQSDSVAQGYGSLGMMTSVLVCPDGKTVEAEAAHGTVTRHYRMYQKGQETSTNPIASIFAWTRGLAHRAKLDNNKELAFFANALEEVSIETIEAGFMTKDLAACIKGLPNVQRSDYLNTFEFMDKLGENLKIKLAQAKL
# An asterisk follows results filed as active; nt = not tested or not shown. These rows are one share of the data; count on the stated rates, not on these rows.
# Results follow in this order: EZH2 inh	IDH1 R132H inh
> COc1ccc(NC(=O)N(C)C[C@@H]2Oc3cc(C#CCC(C)C)ccc3S(=O)(=O)N([C@H](C)CO)C[C@H]2C)cc1
→ -14	0.5
> CNC[C@@H]1OCCCC[C@@H](C)Oc2ccc(NS(=O)(=O)c3ccc(F)cc3)cc2C(=O)N([C@@H](C)CO)C[C@H]1C
→ -26	2.7
> COc1ccc(-n2c(SCC(N)=O)nnc2-c2cccnc2)cc1
→ -11	0.8
> CC(C)NC(=O)Nc1ccc2c(c1)C(=O)N([C@H](C)CO)C[C@H](C)[C@@H](CN(C)C(=O)Nc1ccc3c(c1)OCO3)OCCCC[C@@H](C)O2
→ nt	1.2
> C[C@H]1CN([C@@H](C)CO)S(=O)(=O)c2ccc(-c3ccncc3)cc2O[C@@H]1CN(C)C(=O)Nc1ccc(F)cc1
→ -16	59*
> CCCNC(=O)Nc1ccc2c(c1)OC[C@@H](C)N(Cc1ccc(-c3ccccn3)cc1)C[C@@H](C)[C@@H](OC)CN(C)C2=O
→ -11	-0.1
> COc1ccc(-c2cnc3c(c2)C(=O)N([C@H](C)CO)C[C@@H](C)[C@@H](CN(C)C(=O)Nc2c(C)noc2C)O3)cc1
→ -5	0.9
> COCC(=O)Nc1ccc2c(c1)[C@H]1C[C@H](CC(=O)N3CCCCC3)O[C@@H](CO)[C@H]1O2
→ 8	-0.6
> CO[C@@H]1CN(C)C(=O)c2ccc(NC(=O)c3ccc(F)cc3)cc2OC[C@H](C)N(C(C)=O)C[C@@H]1C
→ 7	0.4
> O=C(C[C@H]1C=C[C@H](NC(=O)CCN2CCCCC2)[C@H](CO)O1)Nc1ccc(-c2ccccc2)cc1
→ -13	0.1
> C[C@@H]1CN([C@H](C)CO)C(=O)CCCn2nncc2CO[C@@H]1CN(C)Cc1ccc(C(=O)Nc2ccccc2N)cc1
→ nt	-1.5
> COc1ccc(CN(C)C[C@H]2Oc3ccc(NC(=O)Nc4ccc(OC)cc4)cc3C(=O)N([C@@H](C)CO)C[C@H]2C)cc1
→ -8	-2.3
> O=C(NCCCn1cc(Br)cn1)Nc1ccccc1C(F)(F)F
→ nt	0.4
> COc1ccc([N+](=O)[O-])cc1N(CC(=O)Nc1cc(Cl)ccc1Cl)S(C)(=O)=O
→ -8	-0.1
> CCc1cccc(C)c1NC(=O)CSc1n[nH]c(-c2ccccc2Cl)n1
→ -4	-0.3
> O=C(C[C@@H]1C[C@H]2c3cc(NC(=O)C4CCOCC4)ccc3O[C@H]2[C@@H](CO)O1)NCc1cccc(F)c1
→ 4	0.5
> C[C@@H]1CN([C@@H](C)CO)C(=O)c2cc(NC(=O)CCN3CCOCC3)ccc2O[C@@H]1CN(C)Cc1ccc(Oc2ccccc2)cc1
→ nt	-0.3
> O=C(C[C@H]1C[C@@H]2c3cc(NS(=O)(=O)c4ccc(F)cc4)ccc3O[C@@H]2[C@H](CO)O1)NCc1cccnc1
→ 2	-0.2
> COc1ccccc1-c1cnc2c(c1)C(=O)N([C@H](C)CO)C[C@@H](C)[C@@H](CN(C)Cc1ccncc1)O2
→ nt	-0.4
> O=C(C[C@H]1CC[C@H](NC(=O)c2cccnc2)[C@H](CO)O1)NCc1ccc(Cl)c(Cl)c1
→ 10	-0.2
> c1cnc(SCCCCOc2ccc3c(c2)CCC3)nc1
→ 54*	-1.1
> Cc1cc(OCC(=O)Nc2ccc(O)c(-c3nc4ccccc4s3)c2)ccc1Cl
→ -2	-0.4
> O=C(COc1ccccc1)Nc1ncc2c(n1)CCCC2=O
→ 1	-0.3
> C[C@H]1CCCCO[C@@H](CN(C)S(=O)(=O)c2ccccc2)[C@@H](C)CN([C@@H](C)CO)C(=O)c2cc(NC(=O)C3CCCCC3)ccc2O1
→ nt	0.9
> COc1ccc(C)cc1NC(=O)CS(=O)(=O)c1ccccc1
→ nt	0.3
> CCCC(=O)Nc1ccc2c(c1)C(=O)N(C)C[C@@H](OC)[C@@H](C)CN(Cc1cncnc1)[C@@H](C)CO2
→ 6	0.3
> C[C@@H]1CCCCO[C@@H](CN(C)C(=O)Nc2ccc(F)cc2)[C@@H](C)CN([C@H](C)CO)C(=O)c2cc(NC(=O)NC3CCCCC3)ccc2O1
→ nt	4.2
> COCC(=O)N[C@@H]1CC[C@@H](CC(=O)NCc2ccc(Cl)cc2)O[C@@H]1CO
→ 0	-0.1
> C[C@@H]1CN([C@@H](C)CO)S(=O)(=O)c2ccc(-c3cccc(C#N)c3)cc2O[C@H]1CN(C)C(=O)Nc1cc(F)ccc1F
→ 7	-0.3
> C=CC(COC(C)=O)NS(=O)(=O)c1ccc(Br)cc1 (centres undefined)
→ -1	nt
> CO[C@@H]1CN(C)C(=O)c2ccc(NC(=O)C3CCCC3)cc2OC[C@@H](C)NC[C@H]1C
→ 4	-0.4
> C=CCOC(=O)[C@@H]1[C@H]2C(=O)O[C@H](c3ccccc3)[C@H](c3ccccc3)N2[C@H](c2ccc(OCCOC(=O)[C@@H]3C[C@@H]4C(=O)N[C@@H](Cc5ccccc5)C(=O)N4[C@@H]3c3ccc(O)cc3)cc2)[C@@]12C(=O)Nc1ccc(I)cc12
→ -14	0.3
> C[C@@H]1CCCCO[C@H](CN(C)C(=O)Nc2ccc3c(c2)OCO3)[C@@H](C)CN([C@H](C)CO)C(=O)c2cc(N(C)C)ccc2O1
→ -2	2.9
> C[C@@H]1CN([C@@H](C)CO)S(=O)(=O)c2ccc(C#CC3CCCC3)cc2O[C@@H]1CN(C)C(=O)C1CC1
→ -8	nt
> O=C(Nc1cc(F)ccc1F)N[C@H]1CC[C@H](CC(=O)N2CCc3ccccc3C2)O[C@@H]1CO
→ -6	0.4
> COCC#Cc1cnc2c(c1)C(=O)N([C@@H](C)CO)C[C@H](C)[C@@H](CN(C)C(=O)Cc1cccnc1)O2
→ -2	nt
> CCC(=O)Nc1ccc2c(c1)OC[C@H](C)N(C(=O)C1CC1)C[C@H](C)[C@H](OC)CN(C)C2=O
→ -2	-0.3
> CC(C)NC(=O)N(C)C[C@@H]1Oc2ncc(-c3ccc(F)cc3)cc2C(=O)N([C@H](C)CO)C[C@@H]1C
→ -3	-0.2
> COc1ccc(CN(C)C[C@H]2Oc3ccc(NS(=O)(=O)c4ccccc4)cc3C(=O)N([C@@H](C)CO)C[C@@H]2C)cc1
→ nt	0.7
> O=C(NCc1ccccc1)C1=C[C@@H](c2cccs2)C[C@@H](OCCCCO)O1
→ 4	nt
> C[C@@H]1CN([C@H](C)CO)C(=O)c2cc(NC(=O)Nc3ccccc3)ccc2O[C@H]1CN(C)CC1CCCCC1
→ nt	3.6
> CCc1ccc(N(CC(=O)NC)S(C)(=O)=O)cc1
→ -5	0.0
> Cc1noc(C)c1S(=O)(=O)N(C)C[C@@H]1Oc2ccc(NS(=O)(=O)c3cccs3)cc2C(=O)N([C@H](C)CO)C[C@@H]1C
→ nt	1.2
> CC(=O)N(C)C[C@@H]1Oc2cc(-c3ccccc3F)ccc2S(=O)(=O)N([C@H](C)CO)C[C@@H]1C
→ -20	-1.4
> COc1ccc(CN(C)C[C@@H]2OCCCC[C@@H](C)Oc3ccc(NS(C)(=O)=O)cc3C(=O)N([C@@H](C)CO)C[C@@H]2C)cc1
→ 2	nt
> Cc1cc([N+](=O)[O-])nn1CC(=O)NCc1ccccc1
→ -7	0.4
> C[C@@H]1CCCCO[C@@H](CN(C)CC2CCCCC2)[C@@H](C)CN([C@@H](C)CO)C(=O)c2cc(NC(=O)CCCN(C)C)ccc2O1
→ -5	1.4
> Cc1ccc(S(=O)(=O)N(C)C[C@@H]2Oc3c(NC(=O)CCCCCC(=O)Nc4ccccc4N)cccc3C(=O)N([C@@H](C)CO)C[C@H]2C)cc1
→ -8	2.0
> C[C@H](CO)N1C[C@H](C)[C@@H](CN(C)C(=O)Nc2ccc(C(F)(F)F)cc2)Oc2ncc(C#C[C@@H](C)O)cc2C1=O
→ -6	nt
> Cc1cc(Cl)ccc1NC(=O)CSc1nc(C(F)(F)F)cc(=O)[nH]1
→ 3	-0.1

# Part of the list above, field by field.
Cc1ccc(S(=O)(=O)N(C)C[C@@H]2Oc3c(NC(=O)CCCCCC(=O)Nc4ccccc4N)cccc3C(=O)N([C@@H](C)CO)C[C@H]2C)cc1
  EZH2 inh: -8
  IDH1 R132H inh: 2.0

Cc1cc(Cl)ccc1NC(=O)CSc1nc(C(F)(F)F)cc(=O)[nH]1
  EZH2 inh: 3
  IDH1 R132H inh: -0.1

COc1ccc(CN(C)C[C@@H]2OCCCC[C@@H](C)Oc3ccc(NS(C)(=O)=O)cc3C(=O)N([C@@H](C)CO)C[C@@H]2C)cc1
  EZH2 inh: 2
  IDH1 R132H inh: nt

# More structures.
# Results follow in this order: EZH2 inh	IDH1 R132H inh
> COC(=O)C[C@@H]1C[C@@H]2c3cc(NS(=O)(=O)c4cccc(OC)c4)ccc3O[C@@H]2[C@@H](CO)O1
→ 1	-0.1
> COc1ccc(N(CC(=O)Nc2ccccc2-c2ccccc2)S(C)(=O)=O)cc1
→ 0	-0.2
> O=C(C[C@@H]1CC[C@@H](NC(=O)c2cccnc2)[C@H](CO)O1)NCc1ccc(Cl)c(Cl)c1
→ -1	0.1
> CO[C@H]1CN(C)C(=O)c2cc(NC(=O)C3CC3)ccc2OC[C@@H](C)NC[C@@H]1C
→ -8	-0.3
> C[C@@H]1CN([C@H](C)CO)C(=O)c2cc(NC(=O)NC3CCCCC3)ccc2O[C@H]1CN(C)S(=O)(=O)c1cccs1
→ nt	2.6
> C[C@H](CO)N1C[C@H](C)[C@@H](CN(C)C)Oc2c(NS(=O)(=O)c3cn(C)cn3)cccc2C1=O
→ 1	-0.2
> COc1ccc(S(=O)(=O)Nc2ccc3c(c2)C(=O)N([C@H](C)CO)C[C@@H](C)[C@H](CN(C)Cc2ccccc2)OCCCC[C@@H](C)O3)cc1
→ nt	0.7
> O=C(NO)c1ccc(C(=O)N/N=C/c2ccc(O)cc2)cc1
→ 4	nt
> COc1ccc(S(=O)(=O)N(CC(=O)N2CCOCC2)C2CCCCC2)cc1OC
→ -10	0.3
> CO[C@H]1CN(C)C(=O)c2ccc(NC(=O)Nc3cccc(F)c3)cc2OC[C@@H](C)N(C)C[C@@H]1C
→ -12	-0.1
> CC(C)NC(=O)N(C)C[C@H]1Oc2ccc(NC(=O)CCCCCC(=O)Nc3ccccc3N)cc2CC(=O)N([C@H](C)CO)C[C@H]1C
→ -30	nt
> C[C@@H]1CN([C@@H](C)CO)C(=O)c2cc(N(C)C)ccc2O[C@@H](C)CCCCO[C@H]1CN(C)Cc1ccccc1
→ 7	-1.3
> C[C@@H]1CN([C@H](C)CO)C(=O)c2cc(NC(=O)CCC(F)(F)F)ccc2O[C@@H](C)CCCCO[C@@H]1CN(C)S(=O)(=O)c1ccc(Cl)cc1
→ nt	-0.5
> O=C(C[C@H]1C[C@H]2c3cc(NC(=O)Nc4ccc(C(F)(F)F)cc4)ccc3O[C@H]2[C@H](CO)O1)NCc1ccc2c(c1)OCO2
→ -5	0.3
> CSc1nc(N)nc(SC(C(=O)O)c2ccccc2)c1C#N (centres undefined)
→ 4	-0.6
> O=C(C[C@H]1C=C[C@@H](NC(=O)Nc2ccccc2F)[C@@H](CO)O1)NCc1ccc(F)cc1
→ -1	0.3
> O=C(COc1ccc(S(=O)(=O)NC2CCCCC2)cc1Cl)N1CCOCC1
→ 9	0.4
> C[C@H]1CN([C@@H](C)CO)C(=O)c2cccc(NS(=O)(=O)c3cccs3)c2O[C@@H]1CN(C)S(=O)(=O)c1ccccc1
→ nt	-1.5
> C[C@H](CO)N1C[C@H](C)[C@H](CN(C)Cc2ccncc2)Oc2ccc(NC(=O)Cn3cnnn3)cc2CC1=O
→ 3	3.4
> C[C@@H]1CCCCO[C@@H](CN(C)Cc2ccncc2)[C@@H](C)CN([C@@H](C)CO)C(=O)c2cc(NC(=O)C3CCCCC3)ccc2O1
→ -8	nt

# Nothing new here: 6 of the compounds above.
# Results follow in this order: EZH2 inh	IDH1 R132H inh
> COc1ccc(NC(=O)N(C)C[C@@H]2Oc3cc(C#CCC(C)C)ccc3S(=O)(=O)N([C@H](C)CO)C[C@H]2C)cc1
→ -14	0.5
> CNC[C@@H]1OCCCC[C@@H](C)Oc2ccc(NS(=O)(=O)c3ccc(F)cc3)cc2C(=O)N([C@@H](C)CO)C[C@H]1C
→ -26	2.7
> COc1ccc(-n2c(SCC(N)=O)nnc2-c2cccnc2)cc1
→ -11	0.8
> CC(C)NC(=O)Nc1ccc2c(c1)C(=O)N([C@H](C)CO)C[C@H](C)[C@@H](CN(C)C(=O)Nc1ccc3c(c1)OCO3)OCCCC[C@@H](C)O2
→ nt	1.2
> C[C@H]1CN([C@@H](C)CO)S(=O)(=O)c2ccc(-c3ccncc3)cc2O[C@@H]1CN(C)C(=O)Nc1ccc(F)cc1
→ -16	59*
> CCCNC(=O)Nc1ccc2c(c1)OC[C@@H](C)N(Cc1ccc(-c3ccccn3)cc1)C[C@@H](C)[C@@H](OC)CN(C)C2=O
→ -11	-0.1

# Remaining list, next part:
# Results follow in this order: EZH2 inh	IDH1 R132H inh
> O=[N+]([O-])c1ccc(N2CCN(S(=O)(=O)c3cccs3)CC2)cc1NCc1ccco1
→ 4	0.2
> C[C@H](CO)N1C[C@H](C)[C@H](CN(C)S(C)(=O)=O)Oc2ccc(NC(=O)Nc3ccccc3)cc2C1=O
→ 9	0.9
> C[C@@H]1CN([C@@H](C)CO)C(=O)c2cccc(NC(=O)c3nc4ccccc4s3)c2O[C@@H]1CN(C)S(=O)(=O)c1cccs1
→ nt	-1.2
> CC(=O)N(C)C[C@H]1Oc2ncc(C#CC(C)(C)O)cc2C(=O)N([C@H](C)CO)C[C@H]1C
→ 5	2.9
> O=C(Nc1cc(F)ccc1F)N[C@H]1CC[C@@H](CCn2cc(C3CC3)nn2)O[C@@H]1CO
→ 1	0.2
> CN1CCN(C(=O)C[C@@H]2C=C[C@H](NC(=O)Cc3ccccn3)[C@H](CO)O2)CC1
→ -4	0.1
> C[C@@H]1CN([C@H](C)CO)C(=O)Cc2cc(NC(=O)Nc3ccc(C(F)(F)F)cc3)ccc2O[C@@H]1CN(C)Cc1ccc(C(F)(F)F)cc1
→ nt	1.3
> OC(CN1CCOCC1)Cn1c2ccccc2c2ccccc21 (centres undefined)
→ 0	0.2
